Screens deposited in PubChem by several laboratories.
C8 TRAIL sens = sensitizes caspase-8 expressing cells to TRAIL; inhibition (viability loss, TRAIL sensitization), % at 10 µM; AID 624354; NB7+C8 cells + TRAIL, ATPlite viability luminescence; actives 1% (n = 360,000);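 active = compounds causing at least 50% loss of cell viability in the single-dose screen, relative to plate controls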
Shn3 3UTR inh = reduces Shn3 3'UTR luciferase signal in osteoblasts; Clone20 osteoblast Shn3 3'UTR firefly luciferase, 24 h; inhibition, % at 12.5 µM; actives 0.52% (n = 360,000);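 active = mean inhibition of at least 75% with every replicate also reaching 75%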;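 also: 0% = median of neutral control wells and 100% = pilot-screen positive control compound; some compounds past the cut are filed as inactive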
SRC3 inh = human NCOA3 inhibition; inhibition, % at 3.6 µM; Q9Y6Q9; HEK293 GAL4-SRC3 luciferase reporter, luminescence; actives 0.17% (n = 360,000);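 active = inhibition above a per-campaign cutoff, the mean of all compounds plus 3 SD, cut at about 60% in these data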;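 also: 0% = DMSO-treated cells and 100% = gossypol-treated cells at 36 µM; higher means less SRC3-driven luciferase light from the GAL4 reporter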
TROY NFkB inh = blocks TROY-dependent signaling in reporter cells. Q293 LMP1-TROYcd NF-kB luciferase reporter, 4 h. inhibition, % at 10 µM. actives 0.98% (n = 360,000);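 active = compounds whose plate-normalised and pattern-corrected inhibition of the luciferase reporter signal at the single screening dose is 50% or more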
KKLEB cytotox = reduces viability of KKLEB cystic fibrosis airway cells | KKLEB CF airway cells viability, ATPlite luminescence, overnight; active compounds read low; cells stimulated with P. aeruginosa culture filtrate | activity change (cytotoxicity), % at 5 µM | actives 0.36% (n = 360,000);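 active = corrected activity change at or below -50% at 5 µM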
NR2F2 inh = blocks human COUP-TFII nuclear receptor | AID 686940 | actives 0.7% (n = 370,000) | HEK293T NGFI-A luciferase reporter, luminescence | inhibition, % at 8.6 µM | P24468;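 active = inhibition above a per-plate cutoff, mean inhibition of test wells between control levels plus 3 SD, cut at about 38% in these data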;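 also: cells cotransfected with COUP-TFII expression vector driving the NGFI-A reporter; 0% = median of COUP-TF2 test wells and 100% = reporter-only cells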
TWEAK-Fn14 inh = blocks TWEAK-Fn14 interaction in a reporter cell assay. TWEAK-stimulated Fn14 reporter cells, luciferase luminescence, 8 h. inhibition, % at 10 µM. actives 2% (n = 360,000); in the data active = inhibition above about 50%
SRC1 inh = inhibits human SRC1 coactivator; inhibition, % at 3.6 µM; actives 0.12% (n = 360,000); AID 588354; HEK293 GAL4-SRC1 luciferase reporter, luminescence; Q15788;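 active = inhibition above the campaign mean plus 3 SD, with each screening campaign given its own cutoff, cut at about 60% in these data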;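 also: 0% = DMSO treated cells and 100% = gossypol at 36 µM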
LRH-1 inv ag = NR5A2 inverse agonism in reporter assay; actives 0.13% (n = 360,000); AID 602396; O00482; inhibition, % at 3.6 µM; HEK293T StAR-luciferase reporter, LRH-1 transfected, 24 h;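 active = inhibition above the mean inhibition of all tested compounds plus 3 SD, cut at about 73% in these data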;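 also: 0% = DMSO wells and 100% = reporter-only cells lacking LRH-1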
Target sequence (O00482 whole entry, looked up): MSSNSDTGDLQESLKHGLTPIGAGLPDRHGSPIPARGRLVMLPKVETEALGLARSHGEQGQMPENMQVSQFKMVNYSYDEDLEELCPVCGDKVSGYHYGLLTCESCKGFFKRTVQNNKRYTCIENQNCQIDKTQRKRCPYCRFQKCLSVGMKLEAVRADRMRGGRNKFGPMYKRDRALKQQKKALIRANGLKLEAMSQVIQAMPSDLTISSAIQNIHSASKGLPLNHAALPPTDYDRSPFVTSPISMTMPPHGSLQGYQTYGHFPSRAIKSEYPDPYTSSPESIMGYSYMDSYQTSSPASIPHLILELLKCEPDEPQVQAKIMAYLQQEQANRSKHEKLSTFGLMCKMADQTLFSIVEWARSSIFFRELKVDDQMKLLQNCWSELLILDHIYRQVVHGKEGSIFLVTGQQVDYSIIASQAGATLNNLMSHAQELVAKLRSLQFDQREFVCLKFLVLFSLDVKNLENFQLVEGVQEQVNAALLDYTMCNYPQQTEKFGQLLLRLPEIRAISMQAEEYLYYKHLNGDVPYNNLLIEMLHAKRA
CF NFkB inh = blocks PAF-induced NF-kB reporter in cystic fibrosis cells; AID 588850; KKLEB NF-kB-GFP reporter, GFP fluorescence overnight; inhibition, % at 5 µM; actives 0.86% (n = 360,000);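 active = at least 50% inhibition at 5 µM, scaled per plate between neutral and stimulator controls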;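 also: PAF is a Pseudomonas aeruginosa culture filtrate used as stimulus; plate controls were PAF-stimulated DMSO wells for no effect and unstimulated DMSO wells for full effect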
EBV LMP1 NFkB = inhibitors of Epstein-Barr LMP1-induced NF-kappaB reporter; inhibition, % at 12.5 µM; LMP1-induced NF-kappaB luciferase reporter cells, luminescence; actives 0.69% (n = 350,000); in the data active = inhibition above about 41%;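 also: 0% = neutral control wells and 100% = reference inhibitor control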
* = called active by the depositor; nt = no result given. This is a subset; rates above refer to the full screens.

#1 CSc1cccc(NS(=O)(=O)c2ccc(F)cc2)c1
#2 Cc1ccnc(NC(=O)CCC(=O)N(CC(=O)NC2CCCCC2)CC2CCCO2)c1 (stereo not drawn)
#3 Cc1ccc(N2C(=O)CC(N(O)C3CC(=O)N(c4ccc(C)cc4)C3=O)C2=O)cc1 (stereo not drawn)
#4 CCOc1ccc(N2C(=O)CC(Sc3nc(CC(C)C)ccc3C#N)C2=O)cc1 (stereo not drawn)
#5 COc1ccccc1NC(=O)c1cc2cc(Br)ccc2oc1=N
#6 CS(=O)(=O)N(CC(=O)N1CCN(c2ccccc2)CC1)c1ccccc1Cl

screen / no. | 1 | 2 | 3 | 4 | 5 | 6
C8 TRAIL sens | -5 | -6 | -1 | 3 | 11 | -15
Shn3 3UTR inh | 0 | 7 | -17 | 4 | -54 | -20
SRC3 inh | 5 | -6 | -5 | 12 | -6 | 16
TROY NFkB inh | 20 | 2 | 2 | -18 | -36 | -16
KKLEB cytotox | -1 | 9 | -9 | 6 | 1 | 5
NR2F2 inh | 4 | 2 | 2 | -13 | 2 | 5
TWEAK-Fn14 inh | 18 | 1 | 7 | -82 | 8 | 6
SRC1 inh | -19 | -9 | -17 | -7 | -29 | 7
LRH-1 inv ag | 7 | -8 | 2 | -6 | 13 | 4
CF NFkB inh | -6 | -16 | 9 | -26 | 9 | -4
EBV LMP1 NFkB | -4 | 1 | -3 | -2 | -5 | 2

Compound profiles (already shown). Values in the order: C8 TRAIL sens | Shn3 3UTR inh | SRC3 inh | TROY NFkB inh | KKLEB cytotox | NR2F2 inh | TWEAK-Fn14 inh | SRC1 inh | LRH-1 inv ag | CF NFkB inh | EBV LMP1 NFkB
Shown for CSc1cccc(NS(=O)(=O)c2ccc(F)cc2)c1 : -5 | 0 | 5 | 20 | -1 | 4 | 18 | -19 | 7 | -6 | -4
Shown for CS(=O)(=O)N(CC(=O)N1CCN(c2ccccc2)CC1)c1ccccc1Cl : -15 | -20 | 16 | -16 | 5 | 5 | 6 | 7 | 4 | -4 | 2
Shown for COc1ccccc1NC(=O)c1cc2cc(Br)ccc2oc1=N : 11 | -54 | -6 | -36 | 1 | 2 | 8 | -29 | 13 | 9 | -5
Shown for Cc1ccnc(NC(=O)CCC(=O)N(CC(=O)NC2CCCCC2)CC2CCCO2)c1 (stereo not drawn) : -6 | 7 | -6 | 2 | 9 | 2 | 1 | -9 | -8 | -16 | 1
Shown for Cc1ccc(N2C(=O)CC(N(O)C3CC(=O)N(c4ccc(C)cc4)C3=O)C2=O)cc1 (stereo not drawn) : -1 | -17 | -5 | 2 | -9 | 2 | 7 | -17 | 2 | 9 | -3

Next section.
#7 CC(=O)Nc1cccc(Oc2cnc3ccccc3n2)c1
#8 Cc1ccccc1N/N=C/c1c(C)nc2ccccn12
#9 Cc1cc(C)c(NC(=O)C2c3ccccc3Oc3ccccc32)c(C)c1
#10 CC[C@@H](C)[C@@H]1CN([C@@H](C)CN2CCC[C@H]2CN2C(N)=NC[C@H]2CC(C)C)C(=N)N1CCCC1CCCC1
#11 COc1cccc(CN(C)C(=O)c2cccc(S(=O)(=O)Nc3cccc(C)c3)c2)c1OC
#12 COc1ccc(Cn2c(N)c(S(=O)(=O)c3cccs3)c3nc4ccccc4nc32)cc1

screen / no. | 7 | 8 | 9 | 10 | 11 | 12
C8 TRAIL sens | 6 | 5 | 7 | -6 | 11 | 9
Shn3 3UTR inh | -30 | 4 | -14 | 3 | 12 | 31
SRC3 inh | -5 | -13 | -2 | -5 | 15 | 0
TROY NFkB inh | -21 | -7 | -5 | 1 | -12 | 0
KKLEB cytotox | -13 | -13 | -6 | -10 | 14 | -29
NR2F2 inh | 11 | 5 | 8 | 2 | 15 | 5
TWEAK-Fn14 inh | -1 | -24 | -3 | -15 | 5 | 19
SRC1 inh | -20 | -7 | -3 | -2 | 7 | 0
LRH-1 inv ag | -45 | 13 | -13 | -4 | 2 | 22
CF NFkB inh | -4 | -3 | -3 | 3 | 10 | 16
EBV LMP1 NFkB | -17 | 6 | 1 | 3 | 12 | -11

Further structures
Codes: A = C8 TRAIL sens; B = Shn3 3UTR inh; C = SRC3 inh; D = TROY NFkB inh; E = KKLEB cytotox; F = NR2F2 inh; G = TWEAK-Fn14 inh; H = SRC1 inh; I = LRH-1 inv ag; J = CF NFkB inh; K = EBV LMP1 NFkB
(13) CCOC(=O)c1c(C)[nH]c(C(=O)OCC(=O)NC2CCS(=O)(=O)C2)c1C (stereo not drawn)
  A: 3 | B: -3 | C: 7 | D: nt | E: 5 | F: -1 | G: 87* | H: -24 | I: -8 | J: -3 | K: -1
(14) Cc1cccc(C(=O)OCC(=O)N2CC(C)CC(C)C2)c1C (stereo not drawn)
  A: 5 | B: -36 | C: -25 | D: -16 | E: -5 | F: -17 | G: -20 | H: 4 | I: 0 | J: -3 | K: -17
(15) COc1ccc(CCNC(=O)C/C(C)=N/NC(=O)c2ccc(Cl)cc2Cl)cc1OC
  A: 2 | B: -12 | C: -22 | D: -20 | E: -7 | F: 4 | G: -6 | H: 1 | I: -17 | J: -2 | K: -3
(16) OC(CNC1CCCCC1)COCCOc1ccc(Br)cc1 (stereo not drawn)
  A: 38 | B: -6 | C: 8 | D: 6 | E: -2 | F: -9 | G: -21 | H: 8 | I: -1 | J: 0 | K: 9
(17) Cc1cnc(NC(=O)CSc2nnc(-c3ccc(Cl)cc3Cl)n2N)s1
  A: -5 | B: -15 | C: 21 | D: -6 | E: -4 | F: 2 | G: 9 | H: 1 | I: -9 | J: 4 | K: -2
(18) O=C1CN(S(=O)(=O)c2ccccc2)CCN1S(=O)(=O)c1ccccc1
  A: -7 | B: -7 | C: 2 | D: -2 | E: 0 | F: -3 | G: -1 | H: 14 | I: 3 | J: 3 | K: 0
(19) O=C(CN1CCCC1)Nc1sc2c(c1C(=O)Nc1ccccc1)CCCC2
  A: 20 | B: 15 | C: 4 | D: -10 | E: 12 | F: 10 | G: 7 | H: -20 | I: 3 | J: -21 | K: 4
(20) COC(=O)c1ccc(CN2CCN(C(C)C)C(CCO)C2)cc1 (stereo not drawn)
  A: 28 | B: 10 | C: 19 | D: 15 | E: 7 | F: -11 | G: 13 | H: 8 | I: 4 | J: -22 | K: -13
(21) Cc1ccc(NC(=O)NC2=N/C(=C(/C#N)C(=O)N3CCCC3)c3ccccc32)cc1
  A: 20 | B: -7 | C: -25 | D: -38 | E: 8 | F: -22 | G: 15 | H: -3 | I: -22 | J: -11 | K: -14
(22) COc1ccccc1NC(=O)CCc1nc2ccccc2s1
  A: -6 | B: -4 | C: -17 | D: -26 | E: 5 | F: -5 | G: -3 | H: -9 | I: -8 | J: -13 | K: -7
